Assay outcomes deposited in PubChem by several laboratories.
RBBP9 inhibitor: human RBBP9 hydrolase inhibition; O75884; recombinant RBBP9, FP-Rh probe fluorescence polarization; inhibition, % at 7.94 µM; hit rate 0.2% among 220,000; AID 1515;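 active = inhibition above the campaign mean of all tested compounds plus 3 SD, cut at about 14% in these data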;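 also: plate controls were DMSO wells with RBBP9 for no effect and wells lacking RBBP9 protein for full effect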
Target sequence (O75884 whole entry, looked up): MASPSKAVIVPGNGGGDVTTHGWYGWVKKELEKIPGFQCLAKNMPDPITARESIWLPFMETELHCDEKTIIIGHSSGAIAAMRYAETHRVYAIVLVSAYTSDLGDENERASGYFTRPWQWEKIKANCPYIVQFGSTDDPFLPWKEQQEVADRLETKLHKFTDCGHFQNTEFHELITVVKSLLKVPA
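Measured by: FP readout at 525/598 nm; material: recombinant human RBBP9; also added: Serine-hydrolase probe FP-Rh, 375 nM pre-mixing; medium: Tris buffer pH 8.0, NaCl, Pluronic; replication: one well per compound; doses: one concentration, 7.94 µM nominal, 0.794% DMSO; timing: preincubation 30 min plus labeling 45 min at 25 °C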
NPY2 pot ag: potentiates or activates human NPY-Y2 receptor | P49146 | cells expressing NPY-Y2, potentiator/agonist read-out | activation, % at 3.6 µM | hit rate 0.45% among 220,000 | AID 1359; in the data active = activation above about 27%;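 also: cells stimulated with NPY near EC25 plus isoproterenol at EC100; 0% = vehicle plus submaximal agonist and 100% = vehicle plus saturating agonist; some results beyond the cut were filed as inactive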
NPY1 pot ag: human NPY-Y1 potentiation or agonism, primary screen; hit rate 0.37% among 220,000; NPY-Y1 expressing cells, potentiator/agonist activation; activation, % at 3.6 µM; P25929; in the data active = activation above about 33%, passing the limit was not always enough;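 also: cells stimulated with NPY at EC10 then isoproterenol at EC100; 0% = low agonist plus stimulus and 100% = saturating agonist plus stimulus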
Target sequence (P25929 whole entry, looked up): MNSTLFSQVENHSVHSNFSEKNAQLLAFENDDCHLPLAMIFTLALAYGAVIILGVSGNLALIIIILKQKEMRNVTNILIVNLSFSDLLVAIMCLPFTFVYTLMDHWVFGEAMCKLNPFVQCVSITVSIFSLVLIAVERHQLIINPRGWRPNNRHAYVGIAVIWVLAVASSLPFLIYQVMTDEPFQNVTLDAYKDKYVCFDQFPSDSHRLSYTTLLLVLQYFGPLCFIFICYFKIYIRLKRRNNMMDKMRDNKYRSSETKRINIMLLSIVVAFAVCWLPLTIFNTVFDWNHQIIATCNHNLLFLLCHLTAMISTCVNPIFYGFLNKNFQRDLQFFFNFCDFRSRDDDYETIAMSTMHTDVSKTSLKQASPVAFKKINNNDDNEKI
NPY-Y1 antag: NPY-Y1 (human) receptor antagonism; P25929; HEK293-CNG Y1 cells, membrane potential fluorescence; NPY at EC95, then isoproterenol; inhibition, % at 3.6 µM; hit rate 1% among 200,000;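 active = inhibition above the campaign mean inhibition of all tested compounds plus 3 SD, cut at about 20% in these data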;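 also: 0% = DMSO wells given NPY plus isoproterenol and 100% = isoproterenol alone without NPY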
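material = HEK293 cells with Y1 receptor plus CNG channel | also added = NPY 25 nM then isoproterenol 1 µM plus Ro 20-1724 25 µM | schedule = dye 3 h, compound 60 min room temperature, stimulation 45 min | measured by = membrane potential fluorescence | benchmarks = high control isoproterenol alone, low control NPY with isoproterenol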
Runt-SMMHC FRET: Runt domain-CBFb-SMMHC interaction inhibition; Q01196+Q13951; Cerulean-Runt/Venus-CBFb-SMMHC FRET ratio 530/480, 1 h; inhibition, % at 20 µM; hit rate 0.74% among 220,000;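 active = mean inhibition across duplicate retests at 20 µM reaching about 50%, limit read from the data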;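 also: 0% = DMSO wells and 100% = wells with excess untagged CBFb-SMMHC; inhibitors lower the FRET ratio by blocking Runt binding to CBFb-SMMHC; some results filed as inactive read as strong as hits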
Hck Nef HTS: blocks Nef-activated human Hck kinase; P08631; Recombinant Hck-YEEI plus Nef, Z-Lyte FRET kinase assay; inhibition, % at 20 µM; hit rate 0.68% among 220,000;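 active = Hck-Nef kinase inhibition above about 50%, limit read from the data; inactive = inhibition below that limit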;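 also: 0% = DMSO with Hck plus Nef and 100% = Hck alone without Nef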
Runt-CBFb FRET: blocks binding of human RUNX1 Runt domain to CBFb. hit rate 0.46% among 220,000. Cerulean-Runt/Venus-CBFb FRET ratio 530/480, 1 h. inhibition, % at 20 µM;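 active = inhibition over about 50% at 20 µM in the single-dose screen, limit read from the data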;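 also: 0% = DMSO wells and 100% = excess unlabeled CBFb competitor control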
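Reagent – Venus-CBFb binding partner, 100 nM · Assay system – Cerulean-tagged RUNX1 Runt domain (FRET donor) fusion protein · Input – 100 nM per protein · Incubation – two 1 h room-temperature incubations shielded from light · Measured by – FRET fluorescence · Medium – Tris buffer pH 7.5 with salts and BSA · Benchmarks – unlabeled CBFb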
p97 inhibitor: inhibitors of human p97 ATPase; P55072; recombinant p97 ATPase, Kinase-Glo ATP luminescence, 3 h; inhibition, % at 8 µM; hit rate 0.42% among 220,000; AID 1481; in the data active = inhibition above about 15%;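 also: 0% = DMSO vehicle and 100% = wells lacking enzyme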
Mdm2 ligase inh: Mdm2 E3 ligase (human) inhibition; hit rate 0.11% among 210,000; signal enhancement, % at 5 µM; AID 1230; cell-based MDM2 ubiquitination luciferase reporter, 2 h; 0 = plate control, 100 = twice control, blank-subtracted; Q00987;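 active = signal enhancement of 30% or more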;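 also: luminescence tracks abundance of the self-degrading MDM2-luciferase fusion protein; higher signal means inhibition of MDM2 E3 ligase activity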
Target sequence (Q00987 whole entry, looked up, the tested form may be a part): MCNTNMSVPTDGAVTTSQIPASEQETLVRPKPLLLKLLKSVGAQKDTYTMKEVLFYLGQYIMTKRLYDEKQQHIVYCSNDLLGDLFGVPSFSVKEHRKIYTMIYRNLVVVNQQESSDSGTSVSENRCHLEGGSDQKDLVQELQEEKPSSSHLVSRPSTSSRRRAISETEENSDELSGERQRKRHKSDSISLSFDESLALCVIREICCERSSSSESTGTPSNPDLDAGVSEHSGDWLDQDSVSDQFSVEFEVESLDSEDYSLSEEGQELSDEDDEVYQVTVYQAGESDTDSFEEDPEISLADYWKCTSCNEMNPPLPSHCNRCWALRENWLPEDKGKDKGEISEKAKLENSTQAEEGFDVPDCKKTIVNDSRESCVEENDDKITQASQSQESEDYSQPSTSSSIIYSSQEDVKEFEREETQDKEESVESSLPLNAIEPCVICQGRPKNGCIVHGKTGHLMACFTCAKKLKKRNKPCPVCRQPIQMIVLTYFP
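Assay system: stable mammalian line carrying autodegrading MDM2–luciferase fusion reporter; Input: 2000 cells in each well; Compound dosing: single-point 5 µM; Schedule: 2 h compound exposure at 37 °C; Signal: SteadyLite luciferase luminescence after 15 min room-temperature reagent incubation; Evaluation: % luminescence enhancement versus blank-corrected plate control mean; Benchmarks: plate controls and plate blanks.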
* = called active by the depositor.

Results for COc1ccc(NC(=O)c2cccc(OS(=O)(=O)N(C)C)c2)cc1 ?
RBBP9 inhibitor: 3; NPY2 pot ag: -4; NPY1 pot ag: 4; NPY-Y1 antag: -8; Runt-SMMHC FRET: -5; Hck Nef HTS: 4; Runt-CBFb FRET: 1; p97 inhibitor: 2; Mdm2 ligase inh: -14

How did CN(C)c1ccc(C(=S)N2CCN(Cc3ccccc3)CC2)cc1 do in these assays?
RBBP9 inhibitor: 10; NPY2 pot ag: -30; NPY1 pot ag: 9; NPY-Y1 antag: -2; Runt-SMMHC FRET: 32; Hck Nef HTS: -37; Runt-CBFb FRET: 50; p97 inhibitor: 0; Mdm2 ligase inh: -7

Results for COc1ccc(CCNC(=O)C2CCN(S(=O)(=O)N3CCCCC3)CC2)cc1OC ?
RBBP9 inhibitor: -4; NPY2 pot ag: -20; NPY1 pot ag: 10; NPY-Y1 antag: -2; Runt-SMMHC FRET: -1; Hck Nef HTS: 0; Runt-CBFb FRET: 0; p97 inhibitor: -2; Mdm2 ligase inh: 3

How did Fc1ccc(-c2cc(C(F)(F)F)nc(-n3cccn3)n2)cc1 do in these assays?
RBBP9 inhibitor: -11; NPY2 pot ag: -14; NPY1 pot ag: -11; Runt-SMMHC FRET: 0; Hck Nef HTS: 24; Runt-CBFb FRET: -2; p97 inhibitor: 2; Mdm2 ligase inh: -11

How did O=C(Nc1ccccn1)C12CC3CC(CC(C3)C1)C2 do in these assays?
RBBP9 inhibitor: -1; NPY2 pot ag: -3; NPY1 pot ag: 25; NPY-Y1 antag: 2; Runt-SMMHC FRET: 5; Hck Nef HTS: 4; Runt-CBFb FRET: -2; p97 inhibitor: -2

How did O=C(CN1C2CCCC1CC(NC(=O)c1ccccc1)C2)NC1CC1 (centres undefined) do in these assays?
RBBP9 inhibitor: -2; NPY2 pot ag: 6; NPY1 pot ag: 1; NPY-Y1 antag: 0; Runt-SMMHC FRET: -2; Hck Nef HTS: 0; Runt-CBFb FRET: -2; p97 inhibitor: 1; Mdm2 ligase inh: -10

Results for CCOC(=O)CSc1nnc(-c2nnc(SCC(=O)OCC)n2CC)n1CC ?
RBBP9 inhibitor: -5; NPY2 pot ag: -3; NPY1 pot ag: -9; NPY-Y1 antag: 4; Runt-SMMHC FRET: -3; Hck Nef HTS: 1; Runt-CBFb FRET: 7; p97 inhibitor: -1; Mdm2 ligase inh: -14

What do the screens show for `Cn1c(-c2ccco2)n[nH]c1=S`?
RBBP9 inhibitor: -6; NPY2 pot ag: -2; NPY1 pot ag: -4; NPY-Y1 antag: -3; Runt-SMMHC FRET: 4; Hck Nef HTS: 30; Runt-CBFb FRET: 5; p97 inhibitor: -2; Mdm2 ligase inh: -7

How did COc1ccc(C(=O)CCN2CCN(c3ccccc3F)CC2)cc1 do in these assays?
RBBP9 inhibitor: -7; NPY2 pot ag: -3; NPY1 pot ag: -25; NPY-Y1 antag: 11; Runt-SMMHC FRET: -3; Hck Nef HTS: 21; Runt-CBFb FRET: 5; p97 inhibitor: -2; Mdm2 ligase inh: -13

Results for COC(=O)c1c(C)oc2ccc(N(C(=O)c3ccncc3)S(=O)(=O)c3ccccc3)cc12 ?
RBBP9 inhibitor: -5; NPY2 pot ag: 4; NPY1 pot ag: -17; NPY-Y1 antag: -2; Runt-SMMHC FRET: 0; Hck Nef HTS: -1; Runt-CBFb FRET: -2; p97 inhibitor: -6; Mdm2 ligase inh: -5

Results for Fc1ccc(CSc2ncnc3sc4c(c23)CCCC4)cc1 ?
RBBP9 inhibitor: 5; NPY2 pot ag: -9; NPY1 pot ag: 1; NPY-Y1 antag: 3; Runt-SMMHC FRET: -1; Hck Nef HTS: 1; Runt-CBFb FRET: -1; p97 inhibitor: 3; Mdm2 ligase inh: 0

Results for CC(=O)NCCNC(=O)[C@H](Cc1ccccc1)NC(=O)c1cccs1 ?
RBBP9 inhibitor: -3; NPY2 pot ag: 5; NPY1 pot ag: 12; NPY-Y1 antag: -2; Runt-SMMHC FRET: -3; Hck Nef HTS: 3; Runt-CBFb FRET: 0; p97 inhibitor: 3; Mdm2 ligase inh: 0

What do the screens show for `O=C(Nc1ccccc1Cl)C1CC(=O)N(c2ccccc2)C1` (centres undefined)?
RBBP9 inhibitor: -10; NPY2 pot ag: -2; NPY1 pot ag: -2; Runt-SMMHC FRET: 2; Hck Nef HTS: -15; Runt-CBFb FRET: 0; p97 inhibitor: -4; Mdm2 ligase inh: 4

What do the screens show for `O=S(=O)(NCCc1ccccc1)c1ccc(Cl)nc1`?
RBBP9 inhibitor: -8; NPY2 pot ag: 2; NPY1 pot ag: 7; NPY-Y1 antag: 0; Runt-SMMHC FRET: 3; Hck Nef HTS: 3; Runt-CBFb FRET: -4; p97 inhibitor: 4; Mdm2 ligase inh: 0

What do the screens show for `CCCCCCC(C)n1cc(C(C)=O)c(=O)n(C)c1=O` (centres undefined)?
RBBP9 inhibitor: -9; NPY2 pot ag: 11; NPY1 pot ag: -4; NPY-Y1 antag: -1; Runt-SMMHC FRET: 3; Hck Nef HTS: 3; Runt-CBFb FRET: -5; p97 inhibitor: 6; Mdm2 ligase inh: -1

What do the screens show for `Cn1c(SCC(=O)NCc2cccs2)nnc1-c1ccncc1`?
RBBP9 inhibitor: 5; NPY2 pot ag: -9; NPY1 pot ag: 0; NPY-Y1 antag: -2; Runt-SMMHC FRET: 0; Hck Nef HTS: 1; Runt-CBFb FRET: -2; p97 inhibitor: 1; Mdm2 ligase inh: -7

How did CCOc1ccc(-n2c(N)c(C(=O)NCc3ccco3)c3nc4ccccc4nc32)cc1 do in these assays?
RBBP9 inhibitor: -11; NPY2 pot ag: 8; NPY1 pot ag: 2; NPY-Y1 antag: 7; Runt-SMMHC FRET: 86*; Hck Nef HTS: 53*; Runt-CBFb FRET: 35; p97 inhibitor: 4; Mdm2 ligase inh: -4

What do the screens show for `CCN(CC)S(=O)(=O)N1CCC(C(=O)NCc2ccc3c(c2)OCO3)CC1`?
RBBP9 inhibitor: -11; NPY2 pot ag: 16; NPY1 pot ag: 13; NPY-Y1 antag: 4; Runt-SMMHC FRET: 5; Hck Nef HTS: 0; Runt-CBFb FRET: -2; p97 inhibitor: -5; Mdm2 ligase inh: -4

What do the screens show for `Cc1nnc(C)n1/N=C/c1ccccc1`?
RBBP9 inhibitor: 3; NPY2 pot ag: -8; NPY1 pot ag: -13; NPY-Y1 antag: 3; Runt-SMMHC FRET: -3; Hck Nef HTS: 1; p97 inhibitor: 3; Mdm2 ligase inh: -8

Results for COc1cccc(-n2c(SCc3c(C)noc3C)nnc2-c2cccc(S(=O)(=O)N(C)C)c2)c1 ?
RBBP9 inhibitor: -1; NPY2 pot ag: -10; NPY1 pot ag: 4; NPY-Y1 antag: 0; Runt-SMMHC FRET: 2; Hck Nef HTS: 0; Runt-CBFb FRET: 31; p97 inhibitor: -3; Mdm2 ligase inh: -12

2 entries picked at random from those above, as already listed:
What do the screens show for `CCCCCCC(C)n1cc(C(C)=O)c(=O)n(C)c1=O` (centres undefined)?
RBBP9 inhibitor: -9; NPY2 pot ag: 11; NPY1 pot ag: -4; NPY-Y1 antag: -1; Runt-SMMHC FRET: 3; Hck Nef HTS: 3; Runt-CBFb FRET: -5; p97 inhibitor: 6; Mdm2 ligase inh: -1

What do the screens show for `O=C(Nc1ccccc1Cl)C1CC(=O)N(c2ccccc2)C1` (centres undefined)?
RBBP9 inhibitor: -10; NPY2 pot ag: -2; NPY1 pot ag: -2; Runt-SMMHC FRET: 2; Hck Nef HTS: -15; Runt-CBFb FRET: 0; p97 inhibitor: -4; Mdm2 ligase inh: 4

Additional records
What do the screens show for `Cc1ccc(NC(=O)CN2C(=O)N/C(=C/c3ccc(C)o3)C2=O)cc1`?
RBBP9 inhibitor: -4; NPY2 pot ag: 4; NPY1 pot ag: 4; NPY-Y1 antag: -3; Runt-SMMHC FRET: 25; Hck Nef HTS: 0; Runt-CBFb FRET: 20; p97 inhibitor: 3; Mdm2 ligase inh: -5

How did CCOC(=O)C1CCN(C(=O)CN(c2ccc(OC)cc2)S(=O)(=O)c2c(C)noc2C)CC1 do in these assays?
RBBP9 inhibitor: -2; NPY2 pot ag: 4; NPY1 pot ag: 5; NPY-Y1 antag: -2; Runt-SMMHC FRET: -2; Hck Nef HTS: 2; Runt-CBFb FRET: 2; p97 inhibitor: -1; Mdm2 ligase inh: -6

What do the screens show for `COc1ccc(/C=N/n2c(SC)nnc(C(C)(C)C)c2=O)cc1OC`?
RBBP9 inhibitor: -18; NPY2 pot ag: -4; NPY1 pot ag: -31; NPY-Y1 antag: 7; Runt-SMMHC FRET: 2; Hck Nef HTS: -2; Runt-CBFb FRET: 5; p97 inhibitor: -6; Mdm2 ligase inh: -7

How did COCCNC(=O)C(c1ccncc1)N(C(=O)c1sc(C)nc1C)c1cccc(C)c1 (centres undefined) do in these assays?
RBBP9 inhibitor: -4; NPY2 pot ag: -17; NPY1 pot ag: 14; NPY-Y1 antag: -5; Runt-SMMHC FRET: 3; Hck Nef HTS: 13; Runt-CBFb FRET: 2; p97 inhibitor: 1; Mdm2 ligase inh: -8

How did CCc1ccc(NC(=S)Nc2ccc(S(=O)(=O)Nc3ncccn3)cc2)cc1 do in these assays?
RBBP9 inhibitor: 1; NPY2 pot ag: -14; NPY1 pot ag: 11; NPY-Y1 antag: 1; Runt-SMMHC FRET: 3; Hck Nef HTS: -2; Runt-CBFb FRET: 3; p97 inhibitor: 2; Mdm2 ligase inh: -2

How did Cc1ccc(S(=O)(=O)N2CCCCC2C(=O)O)s1 (centres undefined) do in these assays?
RBBP9 inhibitor: 5; NPY2 pot ag: -5; NPY1 pot ag: -7; NPY-Y1 antag: 1; Runt-SMMHC FRET: 4; Hck Nef HTS: -14; Runt-CBFb FRET: -1; p97 inhibitor: 0; Mdm2 ligase inh: -9

What do the screens show for `COc1ccc(/C=C2/SC(=S)N(CCC(=O)O)C2=O)cc1`?
RBBP9 inhibitor: -1; NPY2 pot ag: -24; NPY1 pot ag: -14; NPY-Y1 antag: 4; Runt-SMMHC FRET: 6; Hck Nef HTS: 0; Runt-CBFb FRET: 2; p97 inhibitor: -1; Mdm2 ligase inh: -18

What do the screens show for `COc1ccc(CN(CCC(c2ccccc2)C2CCOC(C)(C)C2)C(C)=O)cc1` (centres undefined)?
RBBP9 inhibitor: 12; NPY2 pot ag: -8; NPY1 pot ag: 0; NPY-Y1 antag: 20; Runt-SMMHC FRET: -8; Hck Nef HTS: 7; Runt-CBFb FRET: -8; p97 inhibitor: -7; Mdm2 ligase inh: 12
